PfHsp90 set2 = reduces growth (ATP signal) of yeast expressing P. falciparum Hsp90; S. cerevisiae expressing PfHsp90, BacTiter-Glo ATP, 48 h; yeast lacking PDR1 and PDR3 efflux regulators; inhibition, % at 9.4 µM; hit rate 0.32% among 310,000; AID 504621;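 active = every replicate shows inhibition above about 80%, whatever the replicate mean, limit read from the data; inconclusive = mean inhibition reaches the set limit but some replicate falls short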;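 also: 0% = DMSO neutral controls and 100% = 20 µM radicicol positive controls; yeast relying on Plasmodium falciparum Hsp90 in place of its own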
phage Ecoli inh = E. coli growth loss with phage present | growth absorbance | inhibition, % at 11.9 µM | hit rate 0.26% among 360,000; in the data active = inhibition above about 11%
AddAB inh = less growth of phage-infected E. coli with AddAB. E. coli expressing H. pylori AddAB, absorbance growth. hit rate 0.29% among 330,000. inhibition, % at 11.9 µM; in the data active = inhibition above about 12%;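 also: 0% = vehicle wells of infected cells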
Wnt act = activators of Wnt/beta-catenin signaling. Wnt/beta-catenin reporter cell assay, activator, plate reader. activation, % at 9.35 µM. hit rate 1.2% among 300,000. AID 743398; in the data active = activation above about 30%, passing the limit was not always enough; inconclusive = no clear call, values can overlap the other calls;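 also: 0% = neutral control wells and 100% = positive control wells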
CAL PDZ inh = human CAL PDZ-peptide interaction inhibition; Q9HD26; purified CAL PDZ, TMR-peptide fluorescence polarization, 1 h; inhibition, % at 20 µM; hit rate 0.02% among 330,000; AID 504414;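 active = highest replicate inhibition of at least 40%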;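 also: plate controls were DMSO neutral control wells for no effect and unlabeled competitor peptide control wells for full effect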
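Control set: unlabelled peptide and DMSO controls / Material: purified CerCALP PDZ construct / Timing: 1 h incubation at room temperature before polarization reading / Doses: 20 µM, one dose / Detection: fluorescence polarization (mP)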
Tat transport = inhibitors of E. coli Tat protein transport; inhibition, % at 10 µM; E. coli MC4100 TorA-mCherry Tat export, fluorescence; hit rate 0.036% among 340,000; AID 488895;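 active = mean replicate inhibition at least 50% and at least half of replicates individually reaching 50%; inconclusive = only one of the two criteria met; inactive = neither criterion met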;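 also: exported cargo escapes ClpAP degradation while cytoplasmic cargo is degraded and loses fluorescence; 0% = median of neutral control wells and 100% = median of NaSCN control wells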
DAGLB inhibitor = blocks human DAGLB lipase activity; Q8NCG7; HEK293T DAGLB membrane lysate, EnzChek fluorogenic substrate; inhibition, % at 5.17 µM; hit rate 0.059% among 340,000; AID 504411; in the data active = inhibition above about 34%;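 also: 0% = enzyme with vehicle and 100% = wells lacking enzyme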
Rtt109 HAT inh = blocks Candida albicans Rtt109/Vps75 acetyltransferase activity; purified Rtt109/Vps75, ThioGlo CoA-SH fluorescence, 4 h; AID 540336; inhibition, % at 34.9 µM; hit rate 0.16% among 330,000;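 active = inhibition of at least 50% in every replicate; inconclusive = best replicate reaches 50% inhibition but some replicates fall short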
Target sequence (Q5AAJ8 whole entry, looked up): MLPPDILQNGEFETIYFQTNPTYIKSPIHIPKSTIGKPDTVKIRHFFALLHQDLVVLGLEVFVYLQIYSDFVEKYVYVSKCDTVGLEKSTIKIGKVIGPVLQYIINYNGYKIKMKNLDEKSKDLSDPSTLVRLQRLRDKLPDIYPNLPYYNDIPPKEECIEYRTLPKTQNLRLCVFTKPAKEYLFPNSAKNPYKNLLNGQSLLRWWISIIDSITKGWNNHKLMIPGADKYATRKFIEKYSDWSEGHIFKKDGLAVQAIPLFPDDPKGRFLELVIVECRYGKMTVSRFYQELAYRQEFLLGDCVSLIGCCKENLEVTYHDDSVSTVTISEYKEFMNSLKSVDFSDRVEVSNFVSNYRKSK
Ecoli viability = counter-screen for AddAB inhibitors: E. coli growth inhibition; hit rate 0.27% among 330,000; inhibition, % at 11.9 µM; E. coli V3065 growth, OD600 absorbance, 18 h;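 active = inhibition above the campaign's mean inhibition across all tested compounds plus 3 SD, cut at about 9.9% in these data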;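 also: uninfected addAB+ strain grown without phage in ampicillin broth; 0% = DMSO wells and 100% = ciprofloxacin 0.95 µg/ml wells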
PvdQ inh = blocks Pseudomonas aeruginosa PvdQ acylase activity. purified PvdQ acylase, fluorescence plate reader. inhibition, % at 10 µM. hit rate 0.063% among 340,000; in the data active = inhibition above about 30%, passing the limit was not always enough; inconclusive = no clear call, values can overlap the other calls;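 also: 0% = vehicle neutral wells and 100% = reference inhibitor wells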
* marks the source's active call; other numbers are inactive results; ? = inconclusive; nt = no result given. Compounds as they come; any-hit rate near 1.9%.

smiles	PfHsp90 set2	phage Ecoli inh	AddAB inh	Wnt act	CAL PDZ inh	Tat transport	DAGLB inhibitor	Rtt109 HAT inh	Ecoli viability	PvdQ inh
CC(C)(C)OC(=O)[C@H](Cc1ccccc1)NC(=O)c1nc[nH]c1C(=O)N1CCNCC1	nt	-1.0	2.8	0	0.1	-1	0	-11	-1.7	-8
Cc1nn(C)c(NC(=O)c2ccc(Cl)cc2Cl)c1Br	12	3.7	1.2	-4	-1.9	-8	2	-3	-1.4	-12
N/C(=N\OC(=O)c1ccc2ccccc2c1)c1cccc([N+](=O)[O-])c1	-4	-0.3	3.0	-5	0.3	3	-8	-3	-1.2	-2
CC(=O)Nc1ccc2sc(C)nc2c1	-12	1.6	0.0	3	-1.5	-3	0	12	-0.5	-1
O=C(CCCOc1ccccc1)N1CCN(S(=O)(=O)c2cccs2)CC1	18	2.6	0.3	nt	-1.3	-1	-1	6	-4.0	-11
NC(N)=N/N=C/c1ccc(OCc2ccccc2)c(OCc2ccccc2)c1	-21	0.5	1.2	-3	-4.3	0	3	79*	1.2	0
CCCN1CC23C=CC(O2)C(C(=O)O)C3C1=O (stereo unspecified)	11	2.6	3.4	0	-1.9	1	-4	-2	-2.1	-5
Cc1c(Cl)cccc1NC(=O)CC(C(=O)O)C1CCCO1 (stereo unspecified)	-9	2.8	-0.9	-5	0.0	3	-2	8	-0.9	-8
COc1ccccc1NS(=O)(=O)c1cc2c(cc1C)NC(=O)CO2	-53	1.9	-0.6	1	-1.0	3	5	-5	1.7	-12
C=CCNCC(=O)NN=C(c1ccccc1)c1ccccc1	nt	0.9	1.2	-2	0.0	-15	0	10	0.0	-2
Cc1cccc(N2CCN(C(=O)CCC(=O)N3CC(C)Oc4ccccc43)CC2)c1C (stereo unspecified)	-2	1.3	-0.8	-3	0.0	8	0	-1	0.3	-12
COCC(C)NS(=O)(=O)c1ccc(C(=O)NC(Cc2ccccc2)c2ccccc2)cc1 (stereo unspecified)	-27	1.7	2.1	-1	-0.6	1	1	12	0.6	-11
Cc1ccc(NC(=O)CN2CCc3ccccc3C2)cc1S(=O)(=O)N(C)C	16	0.7	1.6	-2	-0.8	-6	-2	15	0.2	1
C=CCNC(=O)c1oc2ccc(S(=O)(=O)N3CCC4(CC3)OCCO4)cc2c1C	26	-2.1	4.5	-3	-1.8	-3	-1	4	2.2	-10
COC(=O)[C@@H](NC(=O)Nc1cccc(OC)c1)C(C)C	-16	0.5	0.3	nt	-2.7	-7	-4	17	-0.3	-7
CC(Cl)C(=O)NC(=O)NC12CC3CC(CC(C3)C1)C2 (stereo unspecified)	2	4.6	1.4	nt	-0.9	2	-3	14	-0.8	1

4 compounds from above, showing only AddAB inh.
canonical_smiles	AddAB inh
C=CCNCC(=O)NN=C(c1ccccc1)c1ccccc1	1.2
Cc1cccc(N2CCN(C(=O)CCC(=O)N3CC(C)Oc4ccccc43)CC2)c1C (stereo unspecified)	-0.8
COCC(C)NS(=O)(=O)c1ccc(C(=O)NC(Cc2ccccc2)c2ccccc2)cc1 (stereo unspecified)	2.1
Cc1ccc(NC(=O)CN2CCc3ccccc3C2)cc1S(=O)(=O)N(C)C	1.6

Next entries follow:
smiles	PfHsp90 set2	phage Ecoli inh	AddAB inh	Wnt act	CAL PDZ inh	Tat transport	DAGLB inhibitor	Rtt109 HAT inh	Ecoli viability	PvdQ inh
CSC(=Nc1ccccc1)N=C(SCc1ccccc1)N(C)C	-18	4.7	nt	-11	-0.1	-16	1	-2	nt	-6
O=C(Nc1ccccc1N1CCN(C(=O)c2ccc(Cl)cc2)CC1)c1ccc2c(c1)OCO2	-11	1.6	-1.9	nt	-0.8	3	-2	2	-3.5	2
CC(C)c1ccc(NC(=O)CSc2nc(-c3ccccc3F)nc3nc[nH]c23)cc1	-13	1.6	1.7	-7	0.3	-1	0	5	-0.7	7
Cc1ccc2nc(SCC(=O)NC3CCS(=O)(=O)C3)[nH]c2c1 (stereo unspecified)	-3	4.4	-1.5	1	0.4	-5	1	-3	0.3	21
FC(F)(F)c1cccc(Cn2nnnc2-c2cc(Cl)cc(Cl)c2)c1	-3	nt	0.3	1	-3.1	3	-13	25	1.8	4
O=C(CN1CCN(S(=O)(=O)c2cc(C(F)(F)F)ccc2Cl)CC1)N1CCc2ccccc2C1	-5	1.8	0.2	3	0.4	5	-1	8	0.2	-4
CCOc1ccc(CNc2ccc3c(c2)ncn3C(C)(C)C)cc1	-5	0.2	-0.7	2	1.4	-2	-2	-16	1.7	-6
Cc1ccc2nc(-c3ccc(NC(=O)c4ccco4)cc3)[nH]c2c1	nt	nt	2.1	23	nt	-17	-1	5	1.1	9
COc1ccc(C2CC(=O)C3=C(C2)NC(C)=C(C#N)C3c2ccc(N(C)C)cc2)cc1 (stereo unspecified)	-2	2.0	1.9	nt	-0.5	3	7	18	1.6	18
CCOc1ccc(NC(=O)Nc2cc(C)ccc2OC)cc1	12	3.0	0.9	25	0.6	18	-2	-15	-1.1	5
CCCCC(C(=O)NC(C)(C)C)N(Cc1ccccc1)C(=O)c1snc(C(N)=O)c1N (stereo unspecified)	-11	2.5	0.6	-1	-0.1	-6	-1	5	1.9	-6
CC(C)OCCCNc1ncnc2c1[nH]c1ccc(F)cc12	-51	5.5	2.9	nt	-5.3	-3	1	2	1.0	-11
CN1CCN(C(=O)C2=C[C@H](c3ccc(Br)cc3)C[C@H](OCCCCO)O2)CC1	6	-3.1	-2.4	0	0.1	-9	2	-6	-3.1	-17
Cc1cc(NC(=O)CCC2COc3ccccc3O2)no1 (stereo unspecified)	-21	1.2	1.2	1	-0.4	13	-1	1	2.2	-11
COc1ccc(C(C)=O)cc1COC(=O)c1cccc(N(C)C)c1	19	0.5	-1.0	nt	-1.7	0	-3	nt	-0.8	8
COc1cc([N+](=O)[O-])cc2sc(NC(=O)C(C)(C)C)nc12	-10	4.2	-0.5	-1	-0.7	-11	3	1	1.2	-3
COC(=O)C1=COC(C)C2CN3CCc4c([nH]c5ccccc45)C3CC12 (stereo unspecified)	1	1.4	3.4	-1	-0.2	2	-7	-1	0.2	-2
CCOC(=O)C1=C(C)N=C2SCCC(=O)N2[C@@H]1/C=C/c1ccccc1	1	1.7	1.2	1	-4.4	-1	-9	2	-1.4	-17
COc1cc([C@@H]2CC=C(C(=O)O)[C@H](c3cccc(Cl)c3)N2S(=O)(=O)c2ccc(C)cc2)cc(OC)c1OC	-1	1.3	0.6	-5	0.2	1	1	8	0.4	-10
Cc1ccc(C(=O)Nc2nc(-c3ccco3)c(-c3ccco3)s2)o1	-46	-0.5	nt	-4	-2.1	-2	5	3	nt	4
Cc1ccc2c(c1)N(CCCC(=O)NCc1ccc3c(c1)OCO3)C(=O)CO2	-5	1.9	2.6	-4	0.3	7	-4	14	-0.4	-4
Cc1cc(C)cc(N2CC(C)(C)C2=O)c1	12	4.1	2.6	-3	0.3	-1	0	-2	1.2	-1
O=C(O)C1CCCCC1C(=O)N1CCN(S(=O)(=O)c2ccc(F)cc2)CC1 (stereo unspecified)	nt	0.6	0.1	1	-0.6	2	0	2	-1.5	-11
CC(C)c1nc2sc3c(=O)[nH]cnc3c2c2c1CCC2	-45	3.5	4.1	-3	-3.7	-4	-2	1	-1.0	-14
CCOC(=O)c1ccc(N2C(=O)CC(C(=O)OC)=C2C)cc1	26	1.4	-6.4	-7	-1.7	-1	-1	3	-1.4	-14
COc1ccc(N2CC(O)=C(c3nc4ccccc4s3)C2=N)cc1	-15	2.2	-0.1	-1	-1.6	-1	-1	0	0.7	-2
CCCCN(C(=O)/C=C/c1ccc(OC)cc1)C1CCS(=O)(=O)C1 (stereo unspecified)	nt	0.5	-0.8	2	0.1	-1	1	15	0.4	-2
COc1ccc(C2CC(=O)c3cnc(NC(=O)c4ccccc4)nc3C2)c(OC)c1 (stereo unspecified)	2	2.3	2.4	nt	nt	?	2	17	-0.2	1
S=C(Nc1ccc(Cc2ccncc2)cc1)Nc1cccc(Cl)c1	17	3.2	2.8	-1	0.2	3	1	1	0.6	-16
O=C(COc1ccc2c(-c3ccccc3)cc(=O)oc2c1)Nc1cccnc1	-5	2.0	2.7	-1	-1.4	-8	-1	-2	1.9	-12
CC(=O)Oc1cccc(N2C(=O)CC(Nc3ccc(N4CCOCC4)cc3)C2=O)c1 (stereo unspecified)	11	0.6	5.7	nt	-2.6	-7	6	7	-0.3	-17
CCS(=O)(=O)NCc1ccc2c(c1)cc(C)n2C	-6	1.1	-3.1	-1	0.1	-6	6	7	-2.7	-5
Cc1ccc(C(=O)N2CCCc3ccccc32)c(F)c1F	0	2.9	4.1	-1	-1.2	0	-2	-1	-2.4	-3
CC(CCc1ccccc1)NC(=O)C(Cc1ccccc1)NC(N)=O (stereo unspecified)	-2	3.8	2.4	4	-2.8	-3	-1	0	1.4	-4
Cn1c(CCC(=O)Nc2cc(S(C)(=O)=O)ccc2Cl)nc2cc(S(=O)(=O)N3CCOCC3)ccc21	nt	3.0	3.8	1	-2.5	12	0	-6	1.1	-7
COc1ccc(S(=O)(=O)N2CCC(Cc3ccccc3)CC2)cc1C(N)=O	-2	-1.9	-0.7	-2	-0.6	-8	1	0	0.7	-13

Bioassay records deposited in PubChem BioAssay by several laboratories.
